# LmPK inhibitor: blocks Leishmania mexicana pyruvate kinase activity. Q27686. purified LmPK, Kinase-Glo ATP luminescence, 1 h. Potency, µM (titrated, usually from 57.5 µM), without a hit: top-dose activity change, negative = inhibition, actives largely listed as inhibitors. 290,000 tested, 0.37% active; note: potency is the fitted concentration of half-maximal effect
# Target sequence (Q27686 whole entry, looked up): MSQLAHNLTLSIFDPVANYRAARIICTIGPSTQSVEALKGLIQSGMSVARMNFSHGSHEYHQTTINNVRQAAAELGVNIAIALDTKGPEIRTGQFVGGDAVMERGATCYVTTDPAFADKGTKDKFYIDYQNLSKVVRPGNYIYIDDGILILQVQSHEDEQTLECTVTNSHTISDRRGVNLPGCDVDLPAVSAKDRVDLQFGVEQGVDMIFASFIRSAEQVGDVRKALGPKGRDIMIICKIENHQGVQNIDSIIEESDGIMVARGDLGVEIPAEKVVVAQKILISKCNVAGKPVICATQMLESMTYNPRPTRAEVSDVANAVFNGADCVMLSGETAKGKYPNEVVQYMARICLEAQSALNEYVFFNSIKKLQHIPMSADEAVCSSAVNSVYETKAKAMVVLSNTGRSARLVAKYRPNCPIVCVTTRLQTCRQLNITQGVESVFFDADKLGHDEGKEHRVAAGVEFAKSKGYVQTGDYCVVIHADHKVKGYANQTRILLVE
#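 Pyruvate kinase activity monitored as ATP production (luciferase luminescence). Conditions: 0.1 nM enzyme, 0.5 mM PEP, 0.1 mM ADP, 1 h, RT; normalized against uninhibited and no-enzyme wells.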
# Tb PYK inh: T. brucei pyruvate kinase inhibition | Q57TT1 | 410,000 tested, 0.12% active | Potency, µM (titrated, usually from 76.8 µM), for the others: at the highest dose activity, negative = inhibition, usual class: inhibitors | TbPYK enzyme, Kinase-Glo Plus ATP luminescence, 45 min; note: potency is the fitted concentration of half-maximal effect; nearly all actives have a fitted effect of over 50% in size
#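 Activity of T. brucei pyruvate kinase was followed by Kinase-Glo Plus luminescence after the enzyme reacted 45 min at room temperature with 130 uM ADP (final) and substrate. Test compounds were added before ADP at multiple concentrations.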
# HCV inh: HCV inhibition. Huh7.5.1 HCVcc-Cre infection, luciferase reporter, 44 h. Potency, µM (top dose mostly 41.8 µM), for inactives: top-dose activity change, negative = inhibition, usual class: inhibitors. 340,000 tested, 3.4% active; note: potency is the fitted concentration of half-maximal effect
#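 Whole-lifecycle infectious HCVcc-Cre system; cells 1,000/well, compound then virus (~0.5 moi) added 4 h after plating, 44 h culture. Luciferase read 15 sec following 15 min substrate incubation, room temp.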
# AmpC no deterg: inhibitors of E. coli AmpC beta-lactamase without detergent; P00811; AmpC nitrocefin hydrolysis, absorbance 480 nm, 0.0001% Triton; 330,000 tested, 0.52% active; Potency, µM (titrated, usually from 57.1 µM), without a hit: top-dose activity change, negative = inhibition, actives largely listed as inhibitors;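 note: potency is the fitted concentration of half-maximal effect; plate controls were no compound for no effect and no enzyme for full effect; nearly all actives have a fitted effect of over 20% in size; some results filed as inactive show a strong effect at the top dose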
# Target sequence (P00811 whole entry, looked up): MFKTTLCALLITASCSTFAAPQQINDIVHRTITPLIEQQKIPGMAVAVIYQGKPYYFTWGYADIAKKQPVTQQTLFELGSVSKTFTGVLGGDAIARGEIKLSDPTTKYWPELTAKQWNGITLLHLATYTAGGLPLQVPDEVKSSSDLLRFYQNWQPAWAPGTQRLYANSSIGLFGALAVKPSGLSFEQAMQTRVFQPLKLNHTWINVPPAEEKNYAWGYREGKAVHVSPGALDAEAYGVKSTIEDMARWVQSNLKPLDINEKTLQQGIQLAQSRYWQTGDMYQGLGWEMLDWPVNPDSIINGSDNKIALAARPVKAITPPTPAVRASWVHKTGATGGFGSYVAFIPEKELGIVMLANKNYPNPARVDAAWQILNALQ
#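 AmpC (5.3 nM in the dispensed reagent) in 20 mM phosphate pH 7.0 with 0.01% (detergent screen) or 0.0001% Triton X-100 was preincubated with compounds for 15 min at room temperature. Nitrocefin was then added from an 800 uM solution, and hydrolysis was followed at 480 nm.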
# AmpC detergent: AmpC beta-lactamase inhibition with detergent present; Potency, µM (titrated, usually from 114 µM), for the others: at the top dose activity change, negative = inhibition, most hits filed as inhibitors; AID 485294; P00811; AmpC hydrolysis of nitrocefin, absorbance 480 nm, 0.01% Triton; 370,000 tested, 0.041% active;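 note: potency is the fitted concentration of half-maximal effect; 0% = no-compound wells and -100% = no-enzyme wells; nearly all actives have a fitted effect of over 25% in size; some results filed as inactive show a strong effect at the top dose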
#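 20 mM phosphate pH 7.0 + 0.01% (detergent screen) or 0.0001% Triton X-100; 5.3 nM AmpC reagent; cpd preinc 15 min RT; nitrocefin (800 uM stock) to start; A480 q20 s × 4 min; Activity was normalised to no-enzyme and no-compound control wells.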
# AMA1 RON2 block: inhibitors of Plasmodium falciparum AMA1-RON2 interaction; AlphaScreen AMA1-biotinylated RON2 peptide binding; Potency, µM (highest dose often 58.2 µM), inactives show at the highest dose activity change, negative = inhibition, most hits filed as inhibitors; 360,000 tested, 0.2% active;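 note: potency is the fitted concentration of half-maximal effect; 0% = vehicle wells and -100% = peptide control; nearly all actives have a fitted effect of over 45% in size; some results filed as inactive show a strong effect at the top dose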
#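 AMA1 (3D7) with his tag at 25 nM final met compounds first, then biotinylated RON2 peptide at 25 nM; detection used donor plus acceptor beads, 10 µg/mL apiece, read by AlphaScreen after 30 min at room temperature.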
# HCMV inh: inhibitors of human cytomegalovirus. activity change, negative = inhibition, % at 57.5 µM. AID 1259415. HFF cells, HCMV-luciferase reporter, 72 h; stronger effect = lower value. 410,000 tested, 4.5% active; in the data active = activity change below about -60%; inconclusive = no clear call, values can overlap the other calls; inactive = above about -39%
#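 Compounds were evaluated in HFFs infected with an HCMV luciferase reporter virus (MOI 1 PFU/cell). Luciferase in lysates collected 72 h post infection served as the replication measure.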
# * = called active by the depositor; ? = inconclusive; / = no result given; & = joins results of further samples; [ ] = dose if it differs, or a comment. Unless noted, calls come from the whole dose curve; as a rule, active = well fitted curve in the direction sought with a large enough effect; inconclusive = small, poorly fitted or top-dose-only effect, or another doubt; inactive = no such curve, though single readings can be large; an effect the other way counts as inactive or inconclusive. Unless noted, % is set by controls: 0 for no effect and ±100 for the full control effect.
SMILES	HCV inh	AmpC detergent	LmPK inhibitor	AmpC no deterg	Tb PYK inh	AMA1 RON2 block	HCMV inh
Cc1ccc(CN(C(=O)N2CCN(C)CC2)S(=O)(=O)c2ccc(C)cc2)cc1	31%[activator]	0%	/	-10%	0%	14%	-19
Cc1ccc(C)c(Cn2c(=O)n(Cc3ccc4c(c3)OCO4)c(=O)c3oc4ccccc4c32)c1	/	19%	/	/	2%	/	?
Cc1ccc(CSc2nnc(CNc3ccc(F)cc3)o2)cc1	-8%	-9%	-2%	-7%	-1%	-25%	-24
CC1(C)C(N(O)C(=O)Nc2ccc(Cl)cc2)N(c2ccc(Cl)cc2)C(=O)N1CC(=O)NN (stereo unspecified)	?	1%	-1%	115%[activator]	0%	48%[activator]	-26
CCc1cc(CNC(=O)C2CCC(=O)N(Cc3cccc(F)c3)C2)on1 (stereo unspecified)	12%	-3%	-4%	0%	-4%	2%	-30
COc1ccccc1CNC(=O)c1csc(Cc2ccc(Cl)cc2)n1	?	-5%	7%	-15%	-8%	32%[activator]	11
O=C(OCC(=O)N1CCCC1)c1cc(Cl)ccc1[N+](=O)[O-]	1%	?	-3%	-20%	-3%	-12%	-32
Cc1ccc(C(c2nnnn2CC2CCCO2)N2CCN(Cc3ccccc3)CC2)cc1 (stereo unspecified)	8%	1%	3%	-4%	-7%	1%	-24
Cc1ccc(C)c(S(=O)(=O)N2CCN(Cc3cc4c(cc3O)OCO4)CC2)c1	12%	0%	/	-26%	1%	?	1
O=C(/C=C/c1ccco1)Nc1ccccc1C(=O)Nc1cccc(C(=O)O)c1	42%[activator]	0%	8%	-33%	-17%	-2%	36
CCC(C)NC(=O)c1ccc2c(c1)N(Cc1ccccc1)C(=O)c1ccccc1S2 (stereo unspecified)	/	-6%	/	/	-5%	/	-28
C=C(C)COc1ccc(-c2ncncc2-c2ccc(Br)cc2)c(O)c1	?	0%	6%	-19%	-13%	62%[activator]	?
O=C(Nc1cccc(-c2csc(Nc3ccc(Cl)cc3)n2)c1)c1cc([N+](=O)[O-])cc(C(F)(F)F)c1	?	-5%	-3%	?	-14%	-3%	?
Cc1c(C(=O)NCCSCc2c(F)cccc2Cl)cnn1-c1ccc(F)cc1	-20%	6%	2%	-14%	-12%	1%	?
COc1cccc(CSc2nc3n(n2)C(CC(C)C)C(C(=O)Nc2ccccc2OC)=C(C)N3)c1 (stereo unspecified)	/	2%	/	/	2%	/	-70*
Cc1cc(Cl)ccc1OCC(=O)N1CCC(c2nc3ccccc3o2)CC1	/	23%	/	/	0%	/	?
CCCC(=O)C1=C(O)C(C(=O)OC)C(C)(C)CC1=NC(C)(C)C (stereo unspecified)	?	3%	2%	20%	2%	0%	9
CN=C(Nc1ccc(C(=O)OC)s1)c1ccc(Cl)cc1	-16%	-10%	3%	-4%	-8%	-8%	10
Cc1csc(NC(=O)CNC(=O)OCc2ccccc2)n1	19%	-8%	0%	-22%	-2%	1%	16
O=C(COc1ncnc2sccc12)Nc1ccc2c(c1)OCCO2	-1%	-11%	1%	-36%	2%	-1%	114
COc1ccc(N2CCN(S(=O)(=O)CCNC(=O)c3ccc(OC(C)C)cc3)CC2)cc1	/	19%	/	/	3%	/	-32
S=C1N(c2ccccc2)C(c2ccccc2)N2CCCN12 (stereo unspecified)	10%	-6%	2%	-18%	1%	-3%	50
CCN(CC)S(=O)(=O)c1cc(C(=O)OCC(=O)Nc2cccc(C)c2C)ccc1F	12%	-12%	-1%	11%	-8%	27%	?
C#CCOCCOCCOCCNc1nc(N2CCN(C(=O)CCCCCCCCCCNC(=O)[C@@H](CCSC)n3cc(CCO)nn3)CC2)nc(N2CCN(C(=O)CCCCCCCCCCNC(=O)[C@H](CCCN=C(N)N)n3cc(C[C@@H](C)CC)nn3)CC2)n1	?	3%	/	266%[activator]	2%	?	/
CC(C)OC(=O)c1cc2c(ccn2C)n1CC(=O)N1CCC(Cc2ccccc2)CC1	?	0%	1%	86%[activator]	-13%	?	0
COc1ccc(/C=N/N2CCN(C)CC2)cc1OC	-14%	?	0%	-3%	-4%	15%	-30
O=[N+]([O-])c1ccc2c(c1)C(c1ccccc1)=NCCN2	-11%	-4%	0%	-42%	-6%	-3%	18
COc1cccc(OC)c1C(=O)Nc1cccc(-n2cnnn2)c1	-1%	1%	7%	-11%	-23%	11%	54
Cc1ccc(S(=O)(=O)N(C)CC(=O)O/N=C(\N)c2cccc(Br)c2)cc1	-10%	2%	-16%	-10%	-2%	-5%	-16
CC(C)C(NC(=O)c1ccccc1F)C(=O)NCc1ccccc1 (stereo unspecified)	12%	4%	-3%	-9%	0%	23%	-6
Cc1ccc(O)c(NC(=O)c2cc(-c3cccs3)on2)c1	0%	-7%	-10%	-28%	-7%	-2%	?
CC(C)(C)OC(=O)N1CCc2onc(-c3ccc(N)cc3)c2C1=O	/	/	/	/	-8%	29%	17
COc1cc(OC)cc(C(=O)NC2CC(C)(C)NC(C)(C)C2)c1	-7%	0%	-2%	-2%	-2%	-15%	1
COc1ccc(OC)c(NC(=O)c2ccccc2N(Cc2ccccc2)S(C)(=O)=O)c1	?	4%	6%	35%	13µM*	-3%	17
NS(=O)(=O)c1ccc(NC(=O)C2(c3ccccc3)CCCC2)cc1	5%	-1%	-2%	-21%	0%	9%	-40
COc1ccc(C(C(=O)NC2CCCC2)N(CCN2CCOCC2)C(=O)c2ccc(OC)c(OC)c2)cc1 (stereo unspecified)	13%	1%	5%	47%	1%	9%	-14
COc1ccc(C(=O)N2c3cc4c(cc3C(C)=CC2(C)C)OCO4)cc1	?	-2%	-1%	-3%	3%	?	?
CN1CCN(CC(=O)Nc2cc(S(=O)(=O)N3CCOCC3)ccc2Cl)CC1	3%	-1%	/	-8%	-9%	1%	?
CCCCc1nc(C(N)=O)c2[nH]c(=O)n(-c3ccc(OCC)cc3)c2n1	9%	-13%	0%	10%	2%	-2%	/
CC1CN(c2nc3ccccn3c(=O)c2/C=C(\C#N)S(=O)(=O)c2ccccc2)CC(C)O1 (stereo unspecified)	7%&-5%	-4%	0%	84%[activator]	-6%	-17%	15
COc1ccccc1C(=O)NCCC(=O)NCC(c1ccccc1OC)N1CCCC1 (stereo unspecified)	-13%	?	/	-22%	2%	13%	-35
N#C/C(=C\c1ccccc1F)c1nc2ccccc2c(=O)[nH]1	/	8%	/	/	1%	/	-22
COc1cc(Cl)c(C)cc1NC(=O)CCNC(=O)c1ccco1	-12%	0%	-2%	131%[activator]	0%	7%	-21
FC(F)(F)c1cc(-c2ccccc2)nc(NCc2cccs2)n1	?	?	0%	-18%	1%	49%[activator]	25
COc1ccc2[nH]c3c(c2c1)CCN1C(=O)N([C@@H](C)C(=O)NCCc2ccc(F)cc2)C(=O)[C@]31C	?	2%	-4%	30%	-5%	?	9
Cc1ccc(C(=O)NNC(=O)Cc2ccccc2)cc1	21%	?	-1%	-33%	?	4%	45
Cc1c(C#N)c(O)[nH]c(=O)c1N=Nc1ccc(Cl)c(C(=O)O)c1	1%	1%	1%	-19%	6%	-6%	35
CCOC(=O)c1cnc(SCC(=O)N2CCN(c3ccccc3)CC2)nc1N	12%	?	-2%	18%	-8%	-6%	-32
CC(=O)C1=C(C)NC(SCC(=O)c2ccc(Cl)cc2)=C(C#N)C1c1ccco1 (stereo unspecified)	?	?	5%	-44%	-18%	39%[activator]	-33
O=c1[nH]nc(-c2ccc[nH]2)[nH]1	/	/	/	/	-8%	6%	7

# Looked up one by one from the list above (3):
SMILES	HCV inh	AmpC detergent	LmPK inhibitor	AmpC no deterg	Tb PYK inh	AMA1 RON2 block	HCMV inh
COc1ccc(C(=O)N2c3cc4c(cc3C(C)=CC2(C)C)OCO4)cc1	?	-2%	-1%	-3%	3%	?	?
CCOC(=O)c1cnc(SCC(=O)N2CCN(c3ccccc3)CC2)nc1N	12%	?	-2%	18%	-8%	-6%	-32
COc1ccc(/C=N/N2CCN(C)CC2)cc1OC	-14%	?	0%	-3%	-4%	15%	-30

# Remaining list, next part
SMILES	HCV inh	AmpC detergent	LmPK inhibitor	AmpC no deterg	Tb PYK inh	AMA1 RON2 block	HCMV inh
Cc1ccc([N+](=O)[O-])c(-c2n[nH]c(=S)n2-c2cccc(Cl)c2)c1	-1%	4%	18µM*	-36%	3.2µM*	83%[activator]	1
Cc1cc2ccccc2n1CCNC(=O)c1ccccc1	16%	-2%	9%	-8%	-9%	-6%	?
COc1ccc(-c2c(-c3cc(OC)cc(OC)c3)n(C)c3ccc(-c4ccc5cc[nH]c5c4)cc23)cc1	?	/	/	-25%	-1%	-13%	1
COc1ccccc1CC(=O)NC1CC(C)(C)NC(C)(C)C1	10%	0%	-5%	-19%	0%	13%	23
CC(=O)Nc1ccc(-c2csc(NC(=O)C3CSC4(C)CCC(=O)N34)n2)cc1 (stereo unspecified)	-15%	?	/	-18%	-1%	-1%	-18
C=CCOc1ccccc1CNc1ccc2c(c1)OCCO2	?	-5%	-1%	-6%	-10%	-25%	/
CCCN1C(=O)COc2ccc(C(=O)c3ccccc3C(=O)O)cc21	10%	-6%	0%	-12%	-5%	5%	-14
Cc1ccc(-c2cc(C(F)F)n3ncc(C(=O)Nc4c(C)nn(Cc5c(Cl)cccc5Cl)c4C)c3n2)cc1	-15%	-5%	2%	-14%	-2%	-9%	-77*
Cc1nn(C(=O)CN2C(=O)c3ccccc3C2=O)c(C)c1Br	-4%	-15%	1%	-24%	0%	0%	-1
CCc1ccccc1NC(=O)c1nnn(CC(=O)Nc2ccccc2C)c1N	-1%	-8%	0%	-8%	1%	-11%	4
Cc1c(NC(=O)COC(=O)/C=C/c2cccc(Cl)c2)c(=O)n(-c2ccccc2)n1C	0%	7%	/	0%	-11%	0%	5
COc1ccc(/C=C\c2onc(C)c2S(=O)(=O)N2CCC(C(=O)NCCC(C)C)CC2)cc1	-18%	-11%	0%	-12%	-6%	12%	12
N#Cc1ccsc1NC(=O)COC(=O)CCCSc1nc2ccccc2s1	13%	-10%	1%	-52%	2%	3%	9
CC(=O)Nc1ccc(S(=O)(=O)NC(C)CCc2ccccc2)cc1 (stereo unspecified)	-17%	1%	2%	-9%	0%	0%	-1

# Source: PubChem (National Center for Advancing Translational Sciences (NCATS))
